HSF-1 act – increases HSF-1 driven luciferase reporter signal; NIH3T3-HGL HSF-1 luciferase reporter, MG132, 8 h; 100% = twice DMSO control signal; AID 504408; actives 1.7% (n = 300,000); activation, % at 9 µM;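 active = mean replicate activation of at least 50% with a set share of replicates each reaching 50%; inconclusive = only one of those two conditions met; inactive = mean below 50% and too few replicates reaching it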;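 note: 0% = median of the neutral control wells and 100% = twice that signal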
IEC-6 tox – IEC-6 cytotoxicity, counter-screen for KLF5 inhibitors; luminescence viability; actives 0.78% (n = 290,000); inhibition, % at 5 µM; AID 1825; in the data active = inhibition above about 22%;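 note: 0% = plate median of test compound wells and 100% = cytotoxic reference compound wells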
AI-2 QS modul – modulates the Vibrio harveyi AI-2 quorum sensing system | actives 0.4% (n = 300,000) | Vibrio harveyi JMH597 AI-2 luminescence/OD600 ratio, 9 h; active compounds read low; strain lacks LuxN and CqsS sensors; 0 = neutral-control median | AID 2094 | activity change, % at 7.5 µM; in the data active = activity change below about -75%, passing the limit was not always enough; inconclusive = no clear call, values can overlap the other calls;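 note: luminescence divided by OD600 gain over 9 h not by final OD600 alone; inactives centre near 13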
Platelet DG rel – platelet dense granule release activity | human platelet-rich plasma, SFLLRN dense granule ATP release, luminescence | inhibition, %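 (compounds screened at 7.5 µM in platelet-rich plasma)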 | actives 0.22% (n = 300,000);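 active = mean replicate score, as percent of positive control, at or above 50; inconclusive = mean below 50 but at least one replicate at or above 50; inactive = mean and every replicate below 50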
KLF5 inhibitor – kruppel-like factor 5 inhibition. DLD-1 KLF5 promoter-luciferase reporter, luminescence. inhibition, % at 5 µM. actives 0.23% (n = 290,000);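 active = inhibition above a per-plate limit of that plate's mean compound inhibition plus 3 SD, cut at about 60% in these data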;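 note: 0% = DMSO wells and 100% = LY294002 at 200 µM; higher means less KLF5 promoter-driven luciferase light; inactives centre near -14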
HDAC3 inh – blocks human histone deacetylase 3; recombinant HDAC3, fluorogenic peptide/trypsin coupled, fluorescence; inhibition, % at 8.3 µM; actives 0.15% (n = 320,000); in the data active = inhibition above about 26%, passing the limit was not always enough; inconclusive = no clear call, values can overlap the other calls
Target sequence (O15379 whole entry, looked up): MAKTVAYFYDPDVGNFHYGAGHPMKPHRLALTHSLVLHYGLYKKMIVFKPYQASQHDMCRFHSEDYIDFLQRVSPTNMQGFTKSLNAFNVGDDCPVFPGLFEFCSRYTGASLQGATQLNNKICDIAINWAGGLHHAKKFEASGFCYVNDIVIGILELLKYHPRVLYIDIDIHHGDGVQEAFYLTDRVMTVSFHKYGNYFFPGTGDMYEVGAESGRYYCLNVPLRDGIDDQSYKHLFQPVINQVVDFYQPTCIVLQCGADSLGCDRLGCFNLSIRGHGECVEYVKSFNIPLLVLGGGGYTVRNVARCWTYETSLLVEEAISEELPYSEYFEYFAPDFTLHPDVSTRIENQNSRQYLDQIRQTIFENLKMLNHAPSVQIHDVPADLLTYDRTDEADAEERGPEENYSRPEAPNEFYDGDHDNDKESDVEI
aSyn UTR inh – MLPCN primary screen, SNCA 5' untranslated region; inhibition, % (tested at 7.5 µM); actives 0.82% (n = 300,000); AID 1813; alpha-synuclein 5'UTR reporter, inhibitor activity; in the data active = inhibition above about 60%; inconclusive = no clear call, values can overlap the other calls;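 note: H4 neuroglioblastoma cells stably carrying SNCA 5'UTR luciferase fusion; 0% = DMSO wells and 100% = positive control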
HSF1 inhib – HSF1 inhibition; NIH3T3-HGL HSE-luciferase, MG132-induced, luminescence 8 h; active compounds read low; actives 0.77% (n = 300,000); activity change, negative = inhibition, % at 7.5 µM (by protocol);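 active = more than half of replicate wells show activity change below -50%, luminescence cut by over half; inconclusive = some wells, but at most half, below -50%; inactive = no replicate well below -50%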;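 note: luciferase reports HSF-1 transcriptional activity via heat shock element; 0% = median of DMSO wells and -100% = zero luminescence signal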
HSP90 refold inh – blocks HSP90-mediated luciferase refolding in reticulocyte lysate; inhibition, % at 5.6 µM; actives 0.91% (n = 290,000); Rabbit reticulocyte lysate, luciferase refolding luminescence, 3 h;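 active = inhibition above the screen-wide mean plus 3 SD, computed separately per campaign, cut at about 16% in these data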;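 note: 0% = DMSO wells and 100% = 60 µM geldanamycin wells; inhibitors lower the luminescence because luciferase stays unfolded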
HIF act – HIF pathway transcriptional activation. actives 0.32% (n = 300,000). U2OS HRE-luciferase reporter, luminescence; normalized: DMSO 0%, desferrioxamine 100%. AID 1910. activation, % at 7.5 µM (by protocol);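 active = mean activation of at least 10% of the iron chelator positive control signal, with at least half of replicates also reaching 10%; inconclusive = mean and replicate majority disagree about reaching 10%; inactive = mean and most replicates under 10%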
Numbers without * were called inactive; ? = inconclusive; nt = no result given.

Every second line gives: HSF-1 act	IEC-6 tox	AI-2 QS modul	Platelet DG rel	KLF5 inhibitor	HDAC3 inh	aSyn UTR inh	HSF1 inhib	HSP90 refold inh	HIF act
COc1ccc(C(=O)c2ccc(OC)c(OC)c2)cc1OC
→ -0.7	-3.7	25.1	-1.6	-20.3	1.0	24.2	-11.6	-1.9	-0.1
Cc1cc(C(=O)COC(=O)C2=NNC(=O)CC2)c(C)n1-c1ccccc1
→ -25.3	1.4	18.9	2.4	-13.1	nt	-3.6	-21.2	3.3	0.1
Cc1cc(C)c(-c2csc(NC(=O)/C=C/c3cccs3)n2)c(C)c1
→ -3.1	2.2	13.3	-0.6	-4.6	5.9	?	1.8	1.5	0.0
CN(C[C@H](Cc1ccccc1)N(C[C@H](Cc1ccccc1)N(CC1(c2ccccc2)CC1)N=O)N=O)N=O
→ 8.4	2.7	-1.3	-0.8	-20.8	-6.0	36.7	5.2	5.6	-0.2
CCc1ccc(CNCCNCC(C)O)cc1 (stereo not drawn)
→ 0.9	0.2	8.4	5.0	-1.1	3.1	11.8	-2.3	4.2	-0.6
COCCCN(C(=O)C(C)Oc1ccc(Br)cc1)c1c(N)n(Cc2ccccc2)c(=O)[nH]c1=O (stereo not drawn)
→ 7.8	nt	1.3	18.5	nt	0.1	19.5	-1.4	nt	1.2
O=C(Cc1ccc(Br)cc1)NC1CCCCC1
→ 6.1	1.4	8.2	9.0	-39.7	-3.1	-30.4	16.2	3.1	1.1
Cn1cc(C(=O)c2ccc(Cl)cc2Cl)cc1C(=O)NN
→ 16.6	9.4	1.2	nt	-35.5	0.5	11.1	7.4	-1.4	1.0
S=c1c2c(nc3nc[nH]n13)CCC2
→ -4.3	-4.9	39.5	-11.6	9.5	nt	-20.6	-6.1	3.4	-0.6
CCOC(=O)C1=C(C)C(c2ccccc2)NC(=S)N1 (stereo not drawn)
→ 33.6	-1.3	-11.9	-3.3	-47.5	3.1	-29.7	21.2	0.3	-0.4
COc1ccc(-c2[nH]n(-c3ccc([N+](=O)[O-])cc3)c(=O)c2C=NCCN2CCNCC2)cc1
→ -5.8	0.1	5.3	6.0	-9.5	5.8	-6.4	-4.0	-4.1	0.0
Nc1c(C(=O)NCc2ccc3c(c2)OCO3)nnn1Cc1cccc(F)c1
→ 8.1	12.2	17.1	1.8	-11.1	2.5	15.4	-0.6	-4.6	-1.0
Cc1cc(Oc2cc(NN3CCCCC3)c([N+](=O)[O-])cc2[N+](=O)[O-])c(C(=O)c2ccccc2)cc1Cl
→ 7.2	-0.5	-7.6	-2.6	-14.7	3.4	27.1	-4.2	3.3	-0.5
CCC(C)NC(=O)c1ccc2c(c1)N(Cc1ccccc1)C(=O)CS2 (stereo not drawn)
→ 8.9	-0.4	-4.6	-8.6	-12.6	-13.2	16.1	1.9	-1.6	-0.4
COc1ccc(Nc2ccc([N+](=O)[O-])cn2)cn1
→ 2.0	3.2	6.3	2.9	-21.4	0.2	8.2	1.9	0.6	0.3
CSc1nc(C)c(Cc2c(F)cccc2Cl)c(=O)[nH]1
→ 4.2	1.2	7.7	-25.5	-1.6	7.3	1.4	-7.2	4.7	-0.1
CCOc1ccc(NC(=O)NNC(=O)c2cc3ccccc3cc2O)cc1
→ -3.5	-5.6	16.2	0.8	-35.0	3.0	1.9	1.3	-1.2	-0.3
CCc1cccc(C)c1NC(=O)Cc1ccsc1
→ -1.6	-6.9	17.8	18.2	-3.1	5.0	3.9	-2.4	0.3	-0.1
COc1ccc(Cn2nnnc2CN2CCOCC2)cc1
→ 5.7	1.7	35.9	-0.7	-8.9	2.5	17.5	-3.1	-2.0	-0.1
Clc1nccc(N2CCN(c3ccccc3Cl)CC2)n1
→ -6.4	nt	-22.0	-4.8	nt	1.3	-21.0	-3.5	nt	-0.1
Cc1ccccc1N1C(=O)c2ccccc2C1O (stereo not drawn)
→ -4.9	0.1	20.2	-1.9	-38.1	2.4	-5.9	-7.1	-1.5	-8.1
Clc1ccc(Cn2ccc(C3CC3)n2)cc1
→ -16.3	-2.1	10.3	-3.8	-50.7	-2.0	-94.6	3.4	-1.2	2.8
O=C(CN1C(=O)c2ccccc2S1(=O)=O)Nc1cccnc1
→ -2.7	-2.2	-31.0	-15.6	-7.8	2.3	-10.2	-3.6	-0.2	-0.6
O=C(COc1ccccc1Cl)N1CCN(c2ncccn2)CC1
→ 21.2	0.2	22.5	-8.0	-14.4	-1.9	-9.9	9.6	-0.9	0.0
COc1ccccc1N1CCN(C(=O)Nc2ccc([N+](=O)[O-])cc2)CC1
→ 11.5	10.3	28.5	-1.4	-19.1	0.5	31.5	-1.6	5.8	0.0
Cn1nc(OCC(N)=O)ccc1=O
→ -4.0	-3.8	14.1	-2.7	-25.1	18.9	-0.5	-7.1	0.1	-0.2
CCOc1ccc(-c2nnc(N)s2)cc1
→ 9.7	0.3	23.7	7.1	-98.4	-0.1	-52.4	9.6	1.9	2.1
CCC(C)(C(=O)NC1CCCC1)N(C(=O)CNC(C)=O)c1ccc(C)cc1 (stereo not drawn)
→ -12.2	6.2	-11.2	-7.5	-7.8	-2.6	0.0	-6.1	2.7	0.0
CS(=O)(=O)N1CCc2cc(C(=O)N3CCOCC3)ccc21
→ -0.5	-0.1	13.1	-2.5	-26.2	1.2	-3.0	-6.0	-3.4	-0.5
CSC(=NCc1cccnc1)NS(=O)(=O)c1cccs1
→ 6.9	-2.7	25.6	7.0	-25.5	-0.1	1.0	6.5	1.5	0.0
CCC(C(=O)NCc1ccco1)n1nc(C)c2c(C)n(-c3ccc(C)cc3)nc2c1=O (stereo not drawn)
→ -2.1	3.4	22.1	-0.2	-15.0	1.5	-5.5	-0.6	-1.8	0.0
COc1ccc(OC)c(/C=N/NC(=O)c2cnccn2)c1
→ 20.9	-5.2	5.9	31.2	-9.2	-0.5	-15.8	1.5	-2.4	-0.2
CCOC(=O)c1sc2ncnc(N3CCN(c4ccc(OC)cc4)CC3)c2c1C
→ nt	4.6	3.7	7.3	9.0	-0.5	21.7	nt	-0.6	-0.3
COc1cn(-c2ccccc2)nc1C(=O)NCc1ccc(C)cc1
→ 12.2	-2.5	35.5	7.0	-12.7	-1.0	18.3	7.5	2.1	-1.1
O=C(Nc1ccc(Cl)c([N+](=O)[O-])c1)ONC1=NCCCCC1
→ -33.7	2.6	21.3	-1.9	-49.4	5.0	-8.0	-11.7	-1.0	0.0
Cc1cc(OCCn2ccnc2)cc(C)c1Cl
→ -2.7	13.2	11.1	4.9	-1.5	5.9	0.2	-3.8	1.1	-2.0
O=[N+]([O-])c1cc([N+](=O)[O-])c(Oc2ccc(Cl)c3cccnc23)cc1NN1CCCCC1
→ -13.1	-1.3	19.1	1.3	-15.1	4.8	19.8	3.5	-1.8	-3.0
CN(C)c1cccc2c(C=C(C#N)C#N)ccc(N(C)C)c12
→ 0.9	2.1	32.5	10.2	-31.2	-4.8	-41.4	-1.6	-3.2	0.3
CS(=O)(=O)c1ccccc1C(=O)NC1CCCc2ccccc21 (stereo not drawn)
→ -10.1	4.6	6.4	-3.7	-4.9	-3.9	5.6	3.4	2.4	0.3
O=C(Nc1cc(Cl)cc(Cl)c1)C(NCCCO)c1ccccc1 (stereo not drawn)
→ -16.3	-13.7	4.5	-2.0	-25.6	1.2	-8.0	-13.7	-2.6	-1.1
Cc1cc(-c2nnc3n2N=C(c2ccc(-c4ccccc4)cc2)CS3)n[nH]1
→ 14.4	-2.8	34.5	-2.6	-14.7	14.0	-17.5	1.8	-0.3	0.7
COC(=O)c1ccc(NC(=O)CSc2nnc(-c3ccccc3)n2C)cc1
→ -75.3	5.2	13.8	-9.2	-21.0	2.4	-0.4	-67.2*	-2.7	-0.1
COc1ccc(S(=O)(=O)N2CCc3ccccc3C2)cc1OC
→ 12.9	1.2	1.8	3.9	-4.0	9.1	32.0	-2.7	4.9	-0.1
CC(C)CO/C(=N/S(=O)(=O)c1ccccc1)c1ccccc1
→ -8.1	8.4	6.8	13.9	4.2	-2.1	39.5	-2.4	4.5	0.2
O=C(CN1C(=O)/C(=C\C=C\c2ccccc2)SC1=S)Nc1ccc(F)cc1
→ 36.2	-0.1	53.2	-9.8	11.4	-5.0	-40.7	12.8	1.9	0.4
COc1cc(C(=O)OCC(=O)Nc2cccc(S(=O)(=O)N3CCOCC3)c2)ccc1OCC(C)C
→ 0.1	nt	20.0	-0.9	nt	7.3	-10.7	5.1	nt	0.0
CS(=O)(=O)Nc1cccc(C2=NN(S(=O)(=O)c3ccc(F)cc3)C(c3cccs3)C2)c1 (stereo not drawn)
→ 35.4	6.9	36.2	-14.0	-21.2	-1.0	0.9	11.5	-0.8	-37.6
CC1CCN(S(=O)(=O)c2ccc(NC(=O)c3ccccc3F)cc2)CC1
→ -0.7	-2.6	nt	2.3	-39.8	1.5	-11.2	4.0	-1.1	-2.7
Cc1ccc(S(=O)(=O)/N=C2/NC(=O)/C(=C\c3ccco3)S2)cc1
→ nt	-7.9	nt	nt	8.6	4.3	nt	nt	-0.5	nt
Cc1ccccc1NC(=O)CN(C)S(=O)(=O)c1ccc(-c2ccc(=O)[nH]n2)s1
→ 7.3	3.2	10.3	-14.6	-30.1	-1.1	18.3	-1.1	-0.9	519.2*

Additional records follow.
Every second line gives: HSF-1 act	IEC-6 tox	AI-2 QS modul	Platelet DG rel	KLF5 inhibitor	HDAC3 inh	aSyn UTR inh	HSF1 inhib	HSP90 refold inh	HIF act
CC(C)(C)n1nc2c(c1NC(=O)COc1ccccc1F)CS(=O)(=O)C2
→ 21.4	4.5	22.6	-35.3	-43.4	5.3	1.5	14.1	-0.2	0.0
COc1ccc(N(C(=O)Cn2nnc(-c3ccccc3F)n2)C(C(=O)NCC2CCCO2)c2ccc(Cl)cc2)cc1 (stereo not drawn)
→ -18.1	-2.4	27.3	0.9	-10.7	-2.5	29.1	-13.9	-0.2	-1.1
CC(C)CCn1c(NCCc2ccccc2)nc2c1c(=O)n(C)c(=O)n2C
→ 10.6	nt	17.0	4.4	nt	-2.6	6.4	3.2	nt	-0.1
N/C(=N\OC(=O)c1ccccc1[N+](=O)[O-])c1cccnc1
→ 30.8	-1.0	0.1	6.3	-44.9	-7.4	-96.9	1.2	1.6	2.8
CCCCNC(=O)COC(=O)c1c2c(nc3ccccc13)/C(=C/c1cccs1)CC2
→ nt	-5.3	nt	nt	-25.0	-3.1	nt	nt	-1.9	nt
Cc1cccc(NC(=O)COC(=O)c2cc(C)oc2C)c1
→ -5.4	0.9	-87.6*	1.5	-14.4	-2.5	-1.2	-0.1	1.4	0.2
COc1ccc2sc(N3C(=O)CC(Cc4cccc(C)c4)C3=O)nc2c1 (stereo not drawn)
→ 35.5	4.5	15.9	10.0	9.1	2.8	-4.7	9.6	3.4	-0.2
Cc1ccc(-c2csc3nc[nH]c(=O)c23)c(C)c1
→ 95.0*	1.4	-6.1	0.6	-27.6	0.5	3.8	45.4	-1.2	0.5
Cn1c(=O)n(C)c2cc(NC(=O)COc3ccc(F)cc3)ccc21
→ -1.5	-4.4	10.6	-0.5	-20.7	2.4	-18.1	-1.2	-4.0	-1.0
CCOc1ccc(S(=O)(=O)N2CCC(C(=O)NCCc3ccccc3)CC2)cc1
→ -8.5	-13.7	34.2	-7.0	-5.7	-15.0	18.4	-0.9	-4.3	-0.4

Source: PubChem BioAssay (several laboratories)
